GoLoco inh red: RGS12 GoLoco-Gai1 interaction inhibition; AID 880; P63096; Potency, µM (doses to about 61.6 µM), inactives show at the top dose activity, negative = inhibition, usual class: inhibitors; 230,000 tested, 0.44% active; Gai1:RGS12 GoLoco peptide FP, rhodamine, 10 min; active = well fitted inhibition curve with a large enough effect, not every such curve was filed as active; inactive = no such curve, though single readings can be large or run the other way; also: % is scaled to controls: 0 for no effect and ±100 for the full control effect; nearly all actives have a fitted effect of over 30% in size; many of its hits are not listed in these tables
SMN2 splice up: SMN2 splice variant enhancement; HEK293 SMN2-luciferase splicing reporter, luminescence, 30-36 h; Potency, µM (series often up to 46.1 µM), without a hit: top-dose activity change, positive = activation, actives largely listed as activators; 210,000 tested, 2.8% active; also: % of control where 0% means no effect; nearly all actives have a fitted effect of over 55% in size
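qHTS luciferase splicing reporter: luminescence rises when SMN2 exon 7 is included in transfected HEK293 cells. Compound exposure lasted 30-36 h at 37C, with 4.5 mM final sodium butyrate as control, followed by a ONE-Glo read.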
KDM4E inh: inhibitors of human JMJD2E histone demethylase. B2RXH2. JMJD2E catalytic domain, FDH-coupled NADH fluorescence (FDH is formaldehyde dehydrogenase). Potency, µM (series often up to 57.1 µM), without a hit: at the highest dose activity change, negative = inhibition, most hits filed as inhibitors. 230,000 tested, 1.6% active. AID 2147; active = well fitted inhibition curve with a large enough effect, not every such curve was filed as active; inconclusive = small, poorly fitted or top-dose-only effect, or another doubt; inactive = no such curve, though single readings can be large or run the other way;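 also: 0% = wells with enzyme and -100% = buffer wells without enzyme; nearly all actives have a fitted effect of over 50% in size; many of its hits are not listed in these tables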
Target sequence (B2RXH2 1-337 limits assumed): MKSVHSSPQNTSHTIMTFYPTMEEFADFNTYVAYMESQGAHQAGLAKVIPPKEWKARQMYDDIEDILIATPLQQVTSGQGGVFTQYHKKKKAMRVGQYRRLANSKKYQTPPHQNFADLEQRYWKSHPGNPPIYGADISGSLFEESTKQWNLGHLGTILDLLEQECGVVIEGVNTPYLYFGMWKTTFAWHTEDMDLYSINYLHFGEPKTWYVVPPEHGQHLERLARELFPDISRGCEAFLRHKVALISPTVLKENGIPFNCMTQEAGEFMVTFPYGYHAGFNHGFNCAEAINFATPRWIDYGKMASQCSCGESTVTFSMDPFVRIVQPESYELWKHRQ
IMPase Li inh: membrane-permeable IMPase blocker, potentiated with lithium; CHO-M1 cells, IP1 TR-FRET (IP-One), carbachol + lithium; Potency, µM (top dose mostly 59.4 µM), without a hit: at the top dose activity, negative = IMPase inhibition, most hits filed as inhibitors; 210,000 tested, 0.35% active; AID 1457;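 also: IP1 builds up when IMPase is blocked and the TR-FRET signal falls; plate controls were basal vehicle for no effect and high inhibitor control for full effect; nearly all actives have a fitted effect of over 50% in size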
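Concentration–response in CHO-M1 cells, lithium-potentiated; 30 min at 37C. IP1 detected by competitive TR-FRET after 10 min lysis at RT. Hill-fitted AC50.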
NPSR antagonist: blocks cAMP signaling of the human neuropeptide S receptor; Q6W5P4; CHO-NPSR cells, cAMP TR-FRET, antagonist mode; Potency, µM (top dose mostly 38.3 µM), for the others: at the top dose activity change, negative = inhibition, hits mostly inhibitors; 220,000 tested, 1% active; also: % is scaled to controls: 0 for no effect and ±100 for the full control effect; nearly all actives have a fitted effect of over 50% in size; many of its hits are not listed in these tables
Epigenetic derep: epigenetic control regulation, reporter derepression; 280,000 tested, 0.2% active; murine LDR cells, GFP reporter derepression, 30 h; Potency, µM (highest dose often 53.9 µM), for inactives: at the top dose GFP activation, usual class: activators; also: % of control where 0% means no effect; nearly all actives have a fitted effect of over 60% in size
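In this reporter-derepression format, murine cells bearing a silenced integrated CMV-GFP locus incubate with test compound (30 h, 37 C), then are washed and imaged; fluorescent objects of 20–120 um count as induced cells.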
RECQ1 helicase: RECQ1 (human) helicase inhibition. P46063. 240,000 tested, 0.54% active. Potency, µM (doses to about 57.3 µM), without a hit: at the highest dose activity, negative = inhibition, hits mostly inhibitors. RECQ1 DNA unwinding, red fluorescence kinetic read;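 also: plate controls were vehicle for no effect and no enzyme for full effect; nearly all actives have a fitted effect of over 30% in size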
Target sequence (P46063 whole entry, looked up): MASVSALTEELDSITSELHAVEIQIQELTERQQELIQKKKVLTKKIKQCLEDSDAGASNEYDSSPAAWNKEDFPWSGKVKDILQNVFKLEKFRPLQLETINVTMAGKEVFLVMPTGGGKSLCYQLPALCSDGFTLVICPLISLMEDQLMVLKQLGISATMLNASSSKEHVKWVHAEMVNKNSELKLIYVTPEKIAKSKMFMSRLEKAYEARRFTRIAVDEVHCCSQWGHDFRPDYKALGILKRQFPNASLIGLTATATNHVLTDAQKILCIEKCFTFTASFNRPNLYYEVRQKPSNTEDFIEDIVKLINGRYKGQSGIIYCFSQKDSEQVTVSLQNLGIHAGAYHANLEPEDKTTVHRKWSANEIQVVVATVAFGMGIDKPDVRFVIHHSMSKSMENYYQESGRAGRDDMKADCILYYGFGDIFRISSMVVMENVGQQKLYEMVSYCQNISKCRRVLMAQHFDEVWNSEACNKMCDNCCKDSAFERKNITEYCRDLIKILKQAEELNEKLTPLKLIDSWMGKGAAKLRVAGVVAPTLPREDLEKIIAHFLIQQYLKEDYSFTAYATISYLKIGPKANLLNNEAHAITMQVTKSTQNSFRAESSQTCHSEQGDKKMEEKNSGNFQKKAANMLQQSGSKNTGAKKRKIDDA
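RECQ1T1 50 nM; forked duplex (20 bp + 30-nt ss tails) 200 nM, ATP 2 mM final; pH 8.0, 2 mM MgCl2, 2.5 ug/ml poly(dI-dC); 15 min compound preincubation; discontinuous kinetic read over 2 h at RT.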
Luc counter: Kinase-Glo luciferase inhibition (counter-screen). Q27757. Kinase-Glo luciferase, ATP luminescence, 8 min. AID 1379. 200,000 tested, 0.28% active. Potency, µM (top dose mostly 38.3 µM), for inactives: at the top dose activity change, negative = inhibition, actives largely listed as inhibitors; also: % is scaled to controls: 0 for no effect and ±100 for the full control effect; nearly all actives have a fitted effect of over 60% in size
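Compound is pinned into ATP-containing buffer (10 uM ATP, imidazole pH 7.2, 7 mM MgCl2). Kinase-Glo luciferase reagent is then added. Light output is recorded following an 8-min room-temperature incubation.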
* hit, by the source's call; ! = not active in a repeat; [ ] = remark or other dose. Unless noted, calls follow the shape of the dose curve; as a rule, active = well fitted curve in the direction sought with a large enough effect; inconclusive = small, poorly fitted or top-dose-only effect, or another doubt; inactive = no such curve, though single readings can be large; an effect the other way counts as inactive or inconclusive. Potency is read from the fitted curve at half-maximal effect. Not all compounds are listed (hit frequency here may not be typical).

Cc1ccc(-n2nnnc2SCC(=O)N2c3ccccc3NC(=O)C2(C)C)cc1 was read as GoLoco inh red -7%, SMN2 splice up -17%, KDM4E inh 1%, IMPase Li inh 0%[38.3 µM], NPSR antagonist -24%[46.1 µM], Epigenetic derep 0.4%, RECQ1 helicase -10% and Luc counter -1%.
Cc1nc2sc3c(c2c(=N)n1N)CC(C)(C)OC3 was read as GoLoco inh red 3%, SMN2 splice up -3%, KDM4E inh -16%, IMPase Li inh 4%[38.3 µM], NPSR antagonist -10%[46.1 µM], Epigenetic derep 2.1%, RECQ1 helicase -1% and Luc counter 1%.
COc1ccc2c(c1)C(=O)[C@H](OC(=O)Nc1cc(OC)c(OC)c(OC)c1)[C@@H](c1ccc(OC)c(Br)c1)O2 was read as GoLoco inh red -3%, SMN2 splice up 0%, KDM4E inh 10%, IMPase Li inh -13%, Epigenetic derep 2.3%, RECQ1 helicase 4% and Luc counter 1%.
For Cn1c(CN2CCOCC2)nc2cc(NC(=O)c3ccc(Cl)cc3)ccc21 the results were GoLoco inh red 1%, SMN2 splice up -67%[inhibitor], KDM4E inh -2%, IMPase Li inh -6%[38.3 µM], NPSR antagonist -26%[46.1 µM], Epigenetic derep -6.8%, RECQ1 helicase -4% and Luc counter -4%.
`CCn1c(SC/C=C/c2ccccc2)nnc1-c1cnccn1` gave GoLoco inh red 9%, SMN2 splice up 4%, KDM4E inh -5%, IMPase Li inh 25%[38.3 µM], NPSR antagonist 6%[46.1 µM], Epigenetic derep -1.0%, RECQ1 helicase -1% and Luc counter 5%.
`Cc1cc(C)n(-c2ccc(C(=O)NCCCN3CCOCC3)cc2)n1` gave GoLoco inh red 8%, SMN2 splice up 7%, KDM4E inh 1%, IMPase Li inh -7%, NPSR antagonist 7%, Epigenetic derep -0.1%, RECQ1 helicase -6% and Luc counter 7%.
Screening O=C(Nc1ccc2oc(-c3ccccc3)nc2c1)c1ccccc1F returned GoLoco inh red 1%, SMN2 splice up 13µM*, KDM4E inh inconclusive, IMPase Li inh 8%, NPSR antagonist -9%[46.1 µM], Epigenetic derep -0.1%, RECQ1 helicase -7% and Luc counter 2%.
Screening COc1ccc(Br)c(C(=O)NC(C)(C)CO)c1 returned GoLoco inh red 4%, KDM4E inh 5%, NPSR antagonist -14%, Epigenetic derep -1.3% and RECQ1 helicase -1%.
Screening O=C(CCNS(=O)(=O)c1cccs1)NCc1cccs1 returned GoLoco inh red -5%, SMN2 splice up -14%, KDM4E inh 2%, IMPase Li inh -7%[38.3 µM], NPSR antagonist -8%[46.1 µM], Epigenetic derep -1.1%, RECQ1 helicase -3% and Luc counter 0%.
`COc1ccc2c(c1)C1(Nc3ccccc3-c3nc4ccccc4n31)C(=O)N2` (stereo not given) gave GoLoco inh red -3%, SMN2 splice up 0%, KDM4E inh -14%, IMPase Li inh 16%[38.3 µM], NPSR antagonist -22%[46.1 µM], Epigenetic derep 1.2%, RECQ1 helicase inactive and Luc counter 1%.
`Cc1cccc(NC(=O)CN2C(=O)N/C(=C\c3cccn3-c3cccc(C(=O)O)c3)C2=O)c1` gave GoLoco inh red -18%, SMN2 splice up -32%[inhibitor], KDM4E inh inconclusive, IMPase Li inh 2%, NPSR antagonist -1%, Epigenetic derep 9.1%, RECQ1 helicase inactive and Luc counter -2%.
Screening Cn1cc(C2N3CC4(C)CN2CC(C)(C3)C4=O)c2ccccc21 (stereo not given) returned GoLoco inh red 12%, KDM4E inh -5%, IMPase Li inh 5%, NPSR antagonist -19%, Epigenetic derep 1.2%, RECQ1 helicase -5% and Luc counter -2%.
Screening N#CCC(=O)Nc1ccc(C(=O)NCc2cccc(Cl)c2)cc1 returned GoLoco inh red 1%, KDM4E inh -4%, NPSR antagonist 3%, Epigenetic derep 0.0% and RECQ1 helicase 0%.
`COc1ccc2cc(CN(CC3CCCO3)C(=S)NCc3ccco3)c(=O)[nH]c2c1` (stereo not given) gave GoLoco inh red 19%, KDM4E inh inconclusive, IMPase Li inh 14%, NPSR antagonist 30%, Epigenetic derep -1.0%, RECQ1 helicase 2% and Luc counter -1%.
NC(=O)[C@@H]1CCCCNc2c(I)cc([N+](=O)[O-])cc2C(=O)N[C@@H](CCC(=O)O)C(=O)N[C@@H](CO)C(=O)N1 was read as GoLoco inh red -5%, SMN2 splice up -6%, KDM4E inh -9%, IMPase Li inh -9%, NPSR antagonist 8%, Epigenetic derep -0.4%, RECQ1 helicase inconclusive and Luc counter 0%.

Reprinted at random: two entries already listed
COc1ccc2c(c1)C(=O)[C@H](OC(=O)Nc1cc(OC)c(OC)c(OC)c1)[C@@H](c1ccc(OC)c(Br)c1)O2 was read as GoLoco inh red -3%, SMN2 splice up 0%, KDM4E inh 10%, IMPase Li inh -13%, Epigenetic derep 2.3%, RECQ1 helicase 4% and Luc counter 1%.
For Cn1c(CN2CCOCC2)nc2cc(NC(=O)c3ccc(Cl)cc3)ccc21 the results were GoLoco inh red 1%, SMN2 splice up -67%[inhibitor], KDM4E inh -2%, IMPase Li inh -6%[38.3 µM], NPSR antagonist -26%[46.1 µM], Epigenetic derep -6.8%, RECQ1 helicase -4% and Luc counter -4%.

(next part)
CCCCCCSc1ncc(C#N)c(N)n1 was read as GoLoco inh red 6%, SMN2 splice up 4%, KDM4E inh inconclusive, IMPase Li inh 6%[38.3 µM], NPSR antagonist -20%[46.1 µM], Epigenetic derep -1.3%, RECQ1 helicase -5% and Luc counter 0%.
`COc1ccc(/C=N\Nc2ccc([N+](=O)[O-])cc2[N+](=O)[O-])c(C(=O)O)c1OC` gave GoLoco inh red 2%, KDM4E inh inconclusive, NPSR antagonist 27%, Epigenetic derep -3.2% and RECQ1 helicase 9%.
Screening CC(=O)Nc1sc(C)c(C)c1C(=O)OCC(=O)Nc1cc(S(C)(=O)=O)ccc1Cl returned GoLoco inh red 110%[activator], KDM4E inh inconclusive, NPSR antagonist 50%, Epigenetic derep inconclusive and RECQ1 helicase -1%.
`C=CCSC1=C(C#N)C(c2ccccc2OCC)CC(=O)N1` (stereo not given) gave GoLoco inh red 6%, SMN2 splice up -2%, KDM4E inh -2%, IMPase Li inh 1%, NPSR antagonist -7%[46.1 µM], Epigenetic derep 0.0%, RECQ1 helicase -4% and Luc counter 0%.
CC(NC(=O)c1cc2ccccc2o1)c1ccccc1 (stereo not given) was read as GoLoco inh red -19%, KDM4E inh -3%, IMPase Li inh 5%, NPSR antagonist 15%, Epigenetic derep 16µM*!, RECQ1 helicase -7% and Luc counter 0%.
COc1ccc(O)c(C(=O)c2cnn(C(=O)c3cc(C)oc3C)c2)c1 was read as GoLoco inh red -1%, SMN2 splice up -22%, KDM4E inh 26%, IMPase Li inh 0%[38.3 µM], NPSR antagonist -6%[46.1 µM], Epigenetic derep -0.9%, RECQ1 helicase inactive and Luc counter 1%.
Screening COCCCNC(=O)CCn1c(=O)c2ccccc2n(CC(=O)NCCc2ccc(OC)c(OC)c2)c1=O returned GoLoco inh red -1%, SMN2 splice up -2%, KDM4E inh -3%, IMPase Li inh -6%, NPSR antagonist 4%, Epigenetic derep -4.8%, RECQ1 helicase -1% and Luc counter 11%.
`C=C1c2cc(C)ccc2NC(=O)N1c1ccc(C)cc1` gave GoLoco inh red -7%, SMN2 splice up 3%, KDM4E inh inconclusive, IMPase Li inh 12%[38.3 µM], NPSR antagonist 16%[46.1 µM], Epigenetic derep 0.0%, RECQ1 helicase -5% and Luc counter -2%.
O=C(Nc1ccc(Cl)cc1)c1ccc(-n2cccn2)c([N+](=O)[O-])c1 was read as GoLoco inh red 2%, SMN2 splice up -26%, KDM4E inh -5%, IMPase Li inh 0%, NPSR antagonist -12%[46.1 µM], Epigenetic derep -0.9%, RECQ1 helicase -13% and Luc counter 2%.
CCN(CC)C(=O)C1CCCN(Cc2ccc(N(C)C)cc2)C1 (stereo not given) was read as GoLoco inh red -21%, SMN2 splice up 12%, KDM4E inh -11%, IMPase Li inh 12%[38.3 µM], NPSR antagonist -11%[46.1 µM], Epigenetic derep 0.0%, RECQ1 helicase 5% and Luc counter 0%.
Screening CCOc1ccc(NC(=S)N2CCN(c3ccc(N4CCOCC4)nn3)CC2)cc1 returned GoLoco inh red 3%, SMN2 splice up -34%[inhibitor], KDM4E inh inconclusive, IMPase Li inh 5%, NPSR antagonist -4%, Epigenetic derep 1.1%, RECQ1 helicase 3% and Luc counter 0%.
Screening O=C(Nc1ccccc1)Nc1ccc(C(=O)N2CCOCC2)cc1 returned GoLoco inh red -8%, SMN2 splice up 20µM*, KDM4E inh -3%, IMPase Li inh -1%[38.3 µM], NPSR antagonist -11%[46.1 µM], Epigenetic derep -2.1%, RECQ1 helicase 14% and Luc counter 3.2µM*.
For COCCNC(=O)C1CC(c2ccc([N+](=O)[O-])cc2)=NO1 (stereo not given) the results were GoLoco inh red 8%, SMN2 splice up 13%, KDM4E inh -5%, IMPase Li inh 8%[38.3 µM], NPSR antagonist -18%[46.1 µM], Epigenetic derep 1.0%, RECQ1 helicase -11% and Luc counter 1%.
Screening CC(=O)c1ccc(N2CCN(C(=O)Nc3ccc(Cl)cc3)CC2)cc1 returned GoLoco inh red 6%, SMN2 splice up -50%[inhibitor], KDM4E inh inconclusive, IMPase Li inh 8%, NPSR antagonist -15%, Epigenetic derep -3.2%, RECQ1 helicase -14% and Luc counter -2%.
`Cc1ccc(-c2nn(CC(=O)NC(C)c3ccccc3)c(=O)c3ccccc23)cc1` (stereo not given) gave GoLoco inh red -8%, SMN2 splice up -18%, KDM4E inh -2%, IMPase Li inh 0%[38.3 µM], NPSR antagonist inconclusive, Epigenetic derep -0.3%, RECQ1 helicase 4% and Luc counter -3%.
Screening CCCCC1S/C(=N/N=C/c2ccco2)NC1=O (stereo not given) returned GoLoco inh red 4%, SMN2 splice up 39%, KDM4E inh -2%, IMPase Li inh -5%, NPSR antagonist 5%, Epigenetic derep -1.0%, RECQ1 helicase inactive and Luc counter -2%.
For Cc1cc(C)c(S(=O)(=O)NCC2CCC(C(=O)NCc3ccc4c(c3)OCO4)CC2)c(C)c1 (stereo not given) the results were GoLoco inh red 2%, SMN2 splice up -10%, KDM4E inh -2%, IMPase Li inh -5%[38.3 µM], NPSR antagonist -18%[46.1 µM], Epigenetic derep 0.0%, RECQ1 helicase -10% and Luc counter 0%.

Screens (PubChem BioAssay)
